Rev-erbA mod: modulators of Rev-erb alpha DNA binding, primary screen, biochemical, FITC-DNA, fluorescence polarization, uHTS; activity, % at 10 µM; Nuclear receptor subfamily 1 group D member 1 (Homo sapiens), P20393; Rev-erbα–FITC-DNA binding, 90 min; 0.79% of 370,000 active;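 active = activity above about 14%, limit read from the data; passing the limit was not always enough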;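 also: 0% = DMSO wells with 35 nM protein and 100% = DMSO wells with 750 nM protein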
Target sequence (P20393 whole entry, looked up): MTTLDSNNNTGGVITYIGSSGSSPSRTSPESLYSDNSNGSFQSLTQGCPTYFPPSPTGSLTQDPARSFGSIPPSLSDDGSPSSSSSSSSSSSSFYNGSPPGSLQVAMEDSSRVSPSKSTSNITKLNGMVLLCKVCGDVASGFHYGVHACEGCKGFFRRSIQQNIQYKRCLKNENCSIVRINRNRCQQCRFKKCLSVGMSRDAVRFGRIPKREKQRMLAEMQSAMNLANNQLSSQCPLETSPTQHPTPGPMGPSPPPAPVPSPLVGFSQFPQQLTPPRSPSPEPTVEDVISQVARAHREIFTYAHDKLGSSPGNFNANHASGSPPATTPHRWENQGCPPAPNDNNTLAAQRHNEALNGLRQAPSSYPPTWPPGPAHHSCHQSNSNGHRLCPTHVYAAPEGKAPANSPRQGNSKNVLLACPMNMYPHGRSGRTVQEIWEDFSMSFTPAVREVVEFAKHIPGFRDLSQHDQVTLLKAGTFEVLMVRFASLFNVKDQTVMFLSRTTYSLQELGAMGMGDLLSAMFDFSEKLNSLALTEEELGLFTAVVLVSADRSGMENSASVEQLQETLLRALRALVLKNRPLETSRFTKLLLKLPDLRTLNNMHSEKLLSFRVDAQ
Active calls of the source: *; & = joins results of further samples.

COC(C)(C)CCC[C@H](C)C/C=C/C(C)=C/C(=O)OC(C)C
  Rev-erbA mod: -7.6

COc1cccc(N2CCN(Cc3ccc(Cl)cc3)CC2)c1
  Rev-erbA mod: 2.2

CN1CCN(C(=O)OC2c3nccnc3C(=O)N2c2ccc(Cl)cn2)CC1 (centres undefined)
  Rev-erbA mod: -3.5

O=C1OC(c2ccc(O)c(S(=O)(=O)O)c2)(c2ccc(O)c(S(=O)(=O)O)c2)c2c(Br)c(Br)c(Br)c(Br)c21
  Rev-erbA mod: -5.0

CC(C)NC(C)C
  Rev-erbA mod: -0.9

NCC1(CC(=O)O)CCCCC1
  Rev-erbA mod: 3.0

CN(C)[C@@H]1C(=O)C(C(N)=O)=C(O)[C@@]2(O)C(=O)C3=C(O)c4c(O)cccc4[C@@](C)(O)[C@H]3C[C@@H]12
  Rev-erbA mod: 7.3&-1.4

O=C1CC[C@@]2(O)[C@H]3Cc4ccc(O)c5c4C2(CCN3CC2CC2)[C@H]1O5
  Rev-erbA mod: -7.8

CN1C2C[C@H](OC(=O)[C@H](CO)c3ccccc3)CC1[C@@H](O)C2 (some centres undefined)
  Rev-erbA mod: 2.1

CCOC(=O)/C=C(C)/C=C/CC(C)CCCC(C)C (centres undefined)
  Rev-erbA mod: -1.7

COc1cccc([C@]2(O)CCCC[C@H]2CN(C)C)c1
  Rev-erbA mod: -13.9

CCOC(=O)C1=C(N)Oc2cc(C)oc(=O)c2C12C(=O)N1c3c(cccc32)C(C)CC1(C)C (centres undefined)
  Rev-erbA mod: -1.2

OCC(O)[C@H]1O[C@@H]2O[C@H](C(Cl)(Cl)Cl)O[C@@H]2[C@H]1O (some centres undefined)
  Rev-erbA mod: -4.2

O=c1oc2ccccc2c(O)c1Cc1c(O)c2ccccc2oc1=O
  Rev-erbA mod: 1.3&-1.6

FC(F)(F)/C(=N\P(=S)(N1CCOCC1)N1CCOCC1)N1CCOCC1
  Rev-erbA mod: 0.1

Structures listed so far that have four or more nitrogen atoms (2):
CN1CCN(C(=O)OC2c3nccnc3C(=O)N2c2ccc(Cl)cn2)CC1 (centres undefined)
  Rev-erbA mod: -3.5

FC(F)(F)/C(=N\P(=S)(N1CCOCC1)N1CCOCC1)N1CCOCC1
  Rev-erbA mod: 0.1

(next part)
C#CC1(O)CCC2C3CCC4=CC(=O)CCC4(C)C3CCC21C (centres undefined)
  Rev-erbA mod: 2.0

C=C(C)C1CNC(C(=O)O)C1CC(=O)O (centres undefined)
  Rev-erbA mod: -3.9

NC1C[C@H]1c1ccccc1 (some centres undefined)
  Rev-erbA mod: -0.2

CC(C)C(Br)C(=O)NC(N)=O (centres undefined)
  Rev-erbA mod: -6.5

CC(C)(C)NCC(O)c1ccccc1Cl (centres undefined)
  Rev-erbA mod: 3.5

Four structures out of the list, ordered by formula weight, ascending.
NC1C[C@H]1c1ccccc1 (some centres undefined)
  Rev-erbA mod: -0.2

CC(C)C(Br)C(=O)NC(N)=O (centres undefined)
  Rev-erbA mod: -6.5

CC(C)(C)NCC(O)c1ccccc1Cl (centres undefined)
  Rev-erbA mod: 3.5

C#CC1(O)CCC2C3CCC4=CC(=O)CCC4(C)C3CCC21C (centres undefined)
  Rev-erbA mod: 2.0

Screening results deposited in PubChem BioAssay by Sanford-Burnham Center for Chemical Genomics.

The list is partial; the hit share may differ from the screen's.
